From PubChem BioAssay
aSyn 5UTR inh: MLPCN primary screen, SNCA 5' untranslated region. alpha-synuclein 5'UTR reporter, inhibitor activity. inhibition, % (tested at 7.5 µM). actives 0.82% (n = 300,000). AID 1813; in the data active means inhibition above about 60%;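 further: H4 neuroglioblastoma cells stably carrying SNCA 5'UTR luciferase fusion; 0% = DMSO wells and 100% = positive control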
HSF1 activator: increases HSF-1 driven luciferase reporter signal | activation, % at 9 µM | actives 1.7% (n = 300,000) | AID 504408 | NIH3T3-HGL HSF-1 luciferase reporter, MG132, 8 h; 100% = twice DMSO control signal;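 active means mean replicate activation of at least 50% with a set share of replicates each reaching 50%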;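 further: 0% = median of the neutral control wells and 100% = twice that signal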
HSF1 inhib: HSF1 inhibition; activity change, negative = inhibition, % at 7.5 µM (by protocol); actives 0.77% (n = 300,000); NIH3T3-HGL HSE-luciferase, MG132-induced, luminescence 8 h; active compounds read low; AID 2098;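 active means more than half of replicate wells show activity change below -50%, luminescence cut by over half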;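 further: luciferase reports HSF-1 transcriptional activity via heat shock element; 0% = median of DMSO wells and -100% = zero luminescence signal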
AI-2 QS mod: modulators of Vibrio harveyi AI-2 quorum sensing system; actives 0.4% (n = 300,000); activity change, % at 7.5 µM; Vibrio harveyi JMH597 AI-2 luminescence/OD600 ratio, 9 h; active compounds read low; strain lacks LuxN and CqsS sensors; 0 = neutral-control median; in the data active means activity change below about -75%, passing the limit was not always enough;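 further: luminescence divided by OD600 gain over 9 h not by final OD600 alone; inactives centre near 13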
HSP90 refold inh: inhibitors of HSP90 luciferase refolding in rabbit reticulocyte lysate. luciferase refolding luminescence, 3 h. inhibition, % at 5.6 µM. actives 0.91% (n = 290,000). AID 1789;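 active means inhibition above the screen-wide mean plus 3 SD, computed separately per campaign, cut at about 16% in these data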;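 further: 0% = DMSO wells and 100% = 60 µM geldanamycin wells; inhibitors lower the luminescence because luciferase stays unfolded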
GSK3B inh: blocks human GSK3beta kinase activity; P49841; GST-GSK3beta kinase, ADP-Glo luminescence, 60 min; active compounds read low; activity score (negative = inhibition), % at 10 µM; actives 0.038% (n = 300,000); AID 2097;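 active means more than half of replicate wells score below -50%, meaning over 50% inhibition versus plate controls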;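 further: 0% = median DMSO wells and -100% = median GW8510 positive control wells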
Target sequence (P49841 whole entry, looked up): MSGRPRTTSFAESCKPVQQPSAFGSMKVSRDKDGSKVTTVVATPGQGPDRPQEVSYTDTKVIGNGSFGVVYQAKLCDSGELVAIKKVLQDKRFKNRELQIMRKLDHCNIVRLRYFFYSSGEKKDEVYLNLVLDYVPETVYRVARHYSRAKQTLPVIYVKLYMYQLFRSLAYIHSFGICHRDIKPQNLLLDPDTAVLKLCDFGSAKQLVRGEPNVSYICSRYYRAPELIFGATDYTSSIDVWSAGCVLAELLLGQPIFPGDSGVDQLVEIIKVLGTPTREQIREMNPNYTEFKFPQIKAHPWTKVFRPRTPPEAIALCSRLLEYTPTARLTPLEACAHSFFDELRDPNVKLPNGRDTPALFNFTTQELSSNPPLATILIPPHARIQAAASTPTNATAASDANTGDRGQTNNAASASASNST
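Test system: GST-fused GSK3beta enzyme, cell-free | Quantity: 1.6 ng GST-GSK3beta enzyme per well | Reagent: 25 µM ATP with peptide substrate | Schedule: 60 min enzyme reaction, room temperature | Signal: Luminescent ADP-Glo measurement of ADP formed | Read-out basis: Score relative to plate controls | Control set: DMSO and 20 µM GW8510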
IEC-6 cytotox: kills IEC-6 intestinal cells in KLF5 counter-screen. inhibition, % at 5 µM. actives 0.78% (n = 290,000). IEC-6 cytotoxicity, luminescence viability; in the data active means inhibition above about 22%;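 further: 0% = plate median of test compound wells and 100% = cytotoxic reference compound wells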
GSK3 alpha inh: human GSK-3 alpha kinase inhibition; P49840; ADP-Glo luminescence, 60 min; inhibition, % at 10 µM; actives 0.1% (n = 320,000);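 in the data active means inhibition above about 50%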;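 further: GST-tagged GSK-3 alpha with peptide substrate and 25 µM ATP; 0% = DMSO neutral wells and 100% = GW8510 positive control wells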
Target sequence (P49840 whole entry, looked up): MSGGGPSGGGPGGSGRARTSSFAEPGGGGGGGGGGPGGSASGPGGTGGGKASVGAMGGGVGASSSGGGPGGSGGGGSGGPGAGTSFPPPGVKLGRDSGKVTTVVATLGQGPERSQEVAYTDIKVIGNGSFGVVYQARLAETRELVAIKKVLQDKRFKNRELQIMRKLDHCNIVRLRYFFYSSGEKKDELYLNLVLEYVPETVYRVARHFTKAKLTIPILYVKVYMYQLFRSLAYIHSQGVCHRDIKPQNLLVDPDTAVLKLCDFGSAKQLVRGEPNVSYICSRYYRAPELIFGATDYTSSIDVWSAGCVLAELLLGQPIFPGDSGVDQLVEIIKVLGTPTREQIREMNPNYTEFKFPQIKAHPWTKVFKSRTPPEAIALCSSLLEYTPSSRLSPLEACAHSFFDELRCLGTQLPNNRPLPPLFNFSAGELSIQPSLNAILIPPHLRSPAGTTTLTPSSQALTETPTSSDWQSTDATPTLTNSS
HIF activator: HIF pathway transcriptional activation | actives 0.32% (n = 300,000) | activation, % at 7.5 µM (by protocol) | U2OS HRE-luciferase reporter, luminescence; normalized: DMSO 0%, desferrioxamine 100%;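 active means mean activation of at least 10% of the iron chelator positive control signal, with at least half of replicates also reaching 10%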
KLF5 inhibitor: suppresses KLF5 promoter-driven expression | DLD-1 KLF5 promoter-luciferase reporter, luminescence | inhibition, % at 5 µM | actives 0.23% (n = 290,000) | AID 1700;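 active means inhibition above a per-plate limit of that plate's mean compound inhibition plus 3 SD, cut at about 60% in these data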;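 further: 0% = DMSO wells and 100% = LY294002 at 200 µM; higher means less KLF5 promoter-driven luciferase light; inactives centre near -14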
* = called active by the depositor; . = no result given.

SMILES	aSyn 5UTR inh	HSF1 activator	HSF1 inhib	AI-2 QS mod	HSP90 refold inh	GSK3B inh	IEC-6 cytotox	GSK3 alpha inh	HIF activator	KLF5 inhibitor
C/C(=N\NC(=S)NCc1ccccc1)c1cccc(Br)c1	-10	-8	-4	24	0	1	-1	-2	1.4	-29
O=C(C1=C[C@H](c2ccc(C(F)(F)F)cc2)C[C@H](OCc2ccc(CO)cc2)O1)N1CCN(Cc2ccccc2)CC1	17	-11	9	-3	6	-4	7	1	-0.3	-17
COc1cc(NC(=O)CCC(=O)Nc2ccc3nc(N4CCOCC4)cc(C)c3c2)cc(OC)c1OC	-49	15	2	.	7	.	0	-1	1.3	-29
Cc1ccc2nc(NCCCO)nc(-c3ccccc3)c2c1	20	1	6	20	2	1	-1	-4	0.2	-36
Cc1c(NS(=O)(=O)c2ccccc2F)c(=O)n(-c2ccccc2)n1C	8	6	-6	25	-3	2	2	-14	-1.6	-2
COc1ccc(Br)cc1S(=O)(=O)NCCN1CCOCC1	-3	7	1	9	3	2	6	0	0.2	-4
O=C(CN(C(=O)Cn1nnc(-c2cccs2)n1)c1ccc2c(c1)OCCO2)NC1CCCCC1	15	-15	-13	32	2	2	3	-3	-0.2	-7
CS(=O)(=O)N1CCc2cc(NC(=O)c3ccc(Cl)cc3Cl)ccc21	-38	-10	0	16	4	0	8	-3	0.4	-24
CC(=O)Nc1ccc(S(=O)(=O)N2CCC(NC(=O)C(Cc3ccc(C)cc3)NC(C)=O)CC2)cc1 (stereo not drawn)	5	8	1	16	-1	2	0	.	-7.1	-12
O=C(/C=C/c1ccc(OCc2c(F)cccc2Cl)cc1)N1CCOCC1	-25	68*	53	7	0	4	-5	-2	0.5	11
COc1cc(/C=C(\C#N)c2nc3c(s2)CC(C)CC3)ccc1O (stereo not drawn)	-208	3	-2	6	-10	0	2	3	2.1	4
CCN1C(=O)[C@H]2[C@@H](c3ccc(-c4ccccc4)cc3)N[C@@](Cc3ccccc3)(C(=O)OC)[C@H]2C1=O	31	17	11	29	.	0	.	-1	-0.5	.
CC1C2Cn3c(nc4ccccc43)C1N(C(C)C)O2 (stereo not drawn)	-8	2	5	-2	.	0	.	-3	0.0	.
COc1ccc(C(=O)Nc2ccc(S(=O)(=O)Nc3onc(C)c3C)cc2)cc1OC	-1	-2	-6	21	1	5	-2	1	-0.2	-6
Fc1ccc(NC(=S)Nc2nccs2)cc1	-128	64*	23	-6	1	2	12	-1	3.3	-96
CN(C(=O)CSc1nnc(COc2ccccc2F)n1N)C1CCCCC1	5	1	-3	-4	.	11	.	-3	-1.0	.
COCc1cc(C(C)=O)ccc1OC	11	40	4	8	-7	0	1	0	0.2	-5
CC1CCCCC1N1CCN(C(=O)c2cccc(F)c2)CC1 (stereo not drawn)	-13	-13	-8	23	0	1	-2	-1	0.0	-19
O=S(=O)(NC1CCCCC1NCc1ccco1)c1ccc(Cl)cc1 (stereo not drawn)	0	9	8	15	0	2	-4	-3	-0.4	-5
COc1ccc(C(=O)Nc2cnn(Cc3c(F)cccc3Cl)c2)cc1OC	-22	.	.	10	1	1	10	-2	.	19
COc1ccccc1N(CC(=O)NC(C)(C)C)C(=O)c1ccc(Cl)nc1	-13	-7	-3	10	5	2	2	4	0.0	-19
O=C(Nc1cc(S(=O)(=O)N2CCCC2)ccc1OCC(F)(F)F)c1ccccc1F	8	-1	-5	8	1	3	-5	0	-47	7
CC(/C=N/NC(=O)c1ccccn1)=C\c1ccco1	-75	26	9	15	4	0	-3	.	1.8	-161
Cc1ccc(S(=O)(=O)NC2CCCc3ccccc32)cc1C (stereo not drawn)	11	11	-6	-10	2	2	0	-6	0.3	-13
S=C(NCc1ccccc1)NNc1ccccc1	-22	-11	-2	28	1	1	4	-1	0.2	-7
Cc1ccc(C)c(N(CC(=O)Nc2ccccc2C(=O)NCc2ccco2)S(=O)(=O)c2ccccc2)c1	46	15	2	23	3	-21	2	-1	-0.4	-11
Fc1cc(F)cc(NC(=S)Nc2ccccc2N2CCOCC2)c1	-4	-4	-4	26	1	-1	9	4	-0.3	-15
COc1ccccc1C(=O)Nc1ccnn1C1CCN(Cc2csc(C(C)=O)c2)CC1	28	2	7	27	-3	0	-2	0	0.2	-22
CCc1ccccc1NC(=O)CN(c1ccc(OC)cc1OC)S(=O)(=O)c1ccccc1[N+](=O)[O-]	30	2	0	28	4	0	-2	1	-1.0	0
O=C(CN1CCN(Cc2ccccc2)CC1)NNC(=O)c1ccc(Cl)cc1	-5	-18	-6	10	.	0	.	-1	0.6	.
CCN(C(=O)COC(=O)c1cc(NS(=O)(=O)c2ccc(Cl)c([N+](=O)[O-])c2)ccc1O)C1CCCCC1	0	-16	-3	8	3	4	0	0	-0.8	-1
Cc1ccc(-c2ccc([C@H]3[C@H]4C=CC[C@@H](C)[C@@H]4C(=O)N3Cc3ccccc3)c(F)c2)cc1	35	3	-1	26	.	-23	.	.	-0.4	.
Nc1nc(N2CCN(C/C=C/c3ccccc3)CC2)nc2ccccc12	.	.	.	.	1	.	-3	-1	.	-30
CC/C(Cc1ccccc1)=N/NC(=O)c1cccc(Br)c1	-12	35	13	11	0	-2	6	-2	0.7	-24
COc1ccc(CCNc2ncnc3c2[nH]c2cc(OC)c(OC)cc23)cc1OC	-1	2	-2	2	-2	-14	0	5	-0.1	1
Cc1cc(C)c(-c2nc3ccccc3s2)[nH]1	-190	49	21	29	6	0	6	-1	2.1	-33
COc1ccc(C2CC(c3ccccc3)=NN2C(=O)CCC(=O)O)cc1 (stereo not drawn)	0	6	6	-17	-2	-1	-2	0	-4.2	-13
CCOC(=O)C(C)Oc1ccc(C2NC(=O)NC(C)=C2C(=O)Nc2ccccc2C)cc1 (stereo not drawn)	18	4	-5	9	-1	1	3	.	0.0	5
O=C(Nc1cccnc1)c1ccc2c(c1)C(=O)N(CC1CCCO1)C2=O (stereo not drawn)	29	3	-6	11	0	4	3	.	-0.5	-15
CCc1n[nH]c(=S)n1/N=C/c1ccc(NC(C)=O)cc1	20	-16	-7	13	0	-4	-7	8	-0.8	-29
COc1ccc(-c2noc(N3CCC(C(=O)NCCCN4CCCCC4)CC3)n2)cc1	-4	-17	-9	23	5	3	-1	0	0.4	-7
Cc1cc(C(=O)CSc2nc(N)cc(=O)[nH]2)c(C)n1-c1ccc(OC(F)F)cc1	10	4	-1	31	-1	0	-2	0	-0.7	-13
CCN(CC)C(=O)c1ccccc1NS(C)(=O)=O	-1	-3	0	-4	-6	-5	-1	-6	0.0	-65
CN1CCC(NC(=O)Cc2c(F)cccc2Cl)CC1	10	4	-7	25	-1	0	2	-3	0.2	-11
O=C(NC1=NCCS1)c1cc(-c2cccnc2)nc2ccccc12	15	-9	0	15	1	0	8	1	-0.5	-1
COC(=O)c1ccc(SCC(=O)NC2CCCC2)c([N+](=O)[O-])c1	-10	-5	-7	23	1	2	-1	0	0.4	-16
O=C(Nc1ccnn1C1CCN(C(=O)c2cc(Cl)ccc2F)CC1)C1CCOC1 (stereo not drawn)	5	5	-2	14	-4	4	0	-2	0.1	-16
CC(C)OC(=O)c1cccc(C(=O)Oc2ccccc2)n1	20	13	-4	13	4	-21	-8	-1	-0.2	-16
COC(=O)c1[nH]c2ccc(C)cc2c1NS(=O)(=O)c1ccc(F)c(C)c1	35	18	3	8	-3	-6	8	1	-0.2	-19
CCCCCCN(C(=O)CCCCCN1C(=O)NC(c2ccc(-c3ccccc3)cc2)C(C(=O)OCc2ccccc2)=C1C)C(C(=O)NCCCC)c1ccccc1 (stereo not drawn)	11	-11	-5	15	.	0	.	.	-0.6	.
CC(C)CNS(=O)(=O)c1ccc(OCC(=O)Nc2ccc3c(c2)OCCO3)cc1	8	-3	-8	55	2	2	6	-2	0.4	-32
Cc1cc(C)c(S(=O)(=O)Nc2nnc(C(C)C)s2)c(C)c1	-14	-11	2	-3	-5	0	-4	-5	-1.2	-42
Cc1cccc(C(=O)N2CCC(=O)N(C(COCc3cccc(C(F)(F)F)c3)Cc3ccccc3)CC2)c1 (stereo not drawn)	-6	-6	10	10	1	2	2	2	0.0	-7
Cc1ccc(CN2CCN(Cc3ccc(OC(C)C)cc3)CC2CCO)o1 (stereo not drawn)	9	-3	0	4	-9	-1	2	-2	-0.2	-11

Already shown: 12 of the compounds above.
SMILES	aSyn 5UTR inh	HSF1 activator	HSF1 inhib	AI-2 QS mod	HSP90 refold inh	GSK3B inh	IEC-6 cytotox	GSK3 alpha inh	HIF activator	KLF5 inhibitor
CCN(C(=O)COC(=O)c1cc(NS(=O)(=O)c2ccc(Cl)c([N+](=O)[O-])c2)ccc1O)C1CCCCC1	0	-16	-3	8	3	4	0	0	-0.8	-1
Cc1ccc(-c2ccc([C@H]3[C@H]4C=CC[C@@H](C)[C@@H]4C(=O)N3Cc3ccccc3)c(F)c2)cc1	35	3	-1	26	.	-23	.	.	-0.4	.
Nc1nc(N2CCN(C/C=C/c3ccccc3)CC2)nc2ccccc12	.	.	.	.	1	.	-3	-1	.	-30
CC/C(Cc1ccccc1)=N/NC(=O)c1cccc(Br)c1	-12	35	13	11	0	-2	6	-2	0.7	-24
COc1ccc(CCNc2ncnc3c2[nH]c2cc(OC)c(OC)cc23)cc1OC	-1	2	-2	2	-2	-14	0	5	-0.1	1
Cc1cc(C)c(-c2nc3ccccc3s2)[nH]1	-190	49	21	29	6	0	6	-1	2.1	-33
COc1ccc(C2CC(c3ccccc3)=NN2C(=O)CCC(=O)O)cc1 (stereo not drawn)	0	6	6	-17	-2	-1	-2	0	-4.2	-13
CCOC(=O)C(C)Oc1ccc(C2NC(=O)NC(C)=C2C(=O)Nc2ccccc2C)cc1 (stereo not drawn)	18	4	-5	9	-1	1	3	.	0.0	5
O=C(Nc1cccnc1)c1ccc2c(c1)C(=O)N(CC1CCCO1)C2=O (stereo not drawn)	29	3	-6	11	0	4	3	.	-0.5	-15
CCc1n[nH]c(=S)n1/N=C/c1ccc(NC(C)=O)cc1	20	-16	-7	13	0	-4	-7	8	-0.8	-29
COc1ccc(-c2noc(N3CCC(C(=O)NCCCN4CCCCC4)CC3)n2)cc1	-4	-17	-9	23	5	3	-1	0	0.4	-7
Cc1cc(C(=O)CSc2nc(N)cc(=O)[nH]2)c(C)n1-c1ccc(OC(F)F)cc1	10	4	-1	31	-1	0	-2	0	-0.7	-13
